# Source: PubChem
# RXFP1 ag – activates the human relaxin receptor RXFP1; Q9HBX9; HEK293T-RXFP1 cAMP TR-FRET, 30 min; response scale: percent of porcine relaxin response, buffer zero; Potency, µM (series often up to 57.5 µM), for the others: top-dose activation, hits mostly activators; 370,000 compounds, 0.3% hits; AID 2676; further: potency means the concentration at half of the fitted maximal effect; on the % scale 0 is the no-effect control and ±100 the full control effect; nearly all actives have a fitted effect of over 60% in size; many of its hits are not listed in these tables
# Target sequence (Q9HBX9 whole entry, looked up): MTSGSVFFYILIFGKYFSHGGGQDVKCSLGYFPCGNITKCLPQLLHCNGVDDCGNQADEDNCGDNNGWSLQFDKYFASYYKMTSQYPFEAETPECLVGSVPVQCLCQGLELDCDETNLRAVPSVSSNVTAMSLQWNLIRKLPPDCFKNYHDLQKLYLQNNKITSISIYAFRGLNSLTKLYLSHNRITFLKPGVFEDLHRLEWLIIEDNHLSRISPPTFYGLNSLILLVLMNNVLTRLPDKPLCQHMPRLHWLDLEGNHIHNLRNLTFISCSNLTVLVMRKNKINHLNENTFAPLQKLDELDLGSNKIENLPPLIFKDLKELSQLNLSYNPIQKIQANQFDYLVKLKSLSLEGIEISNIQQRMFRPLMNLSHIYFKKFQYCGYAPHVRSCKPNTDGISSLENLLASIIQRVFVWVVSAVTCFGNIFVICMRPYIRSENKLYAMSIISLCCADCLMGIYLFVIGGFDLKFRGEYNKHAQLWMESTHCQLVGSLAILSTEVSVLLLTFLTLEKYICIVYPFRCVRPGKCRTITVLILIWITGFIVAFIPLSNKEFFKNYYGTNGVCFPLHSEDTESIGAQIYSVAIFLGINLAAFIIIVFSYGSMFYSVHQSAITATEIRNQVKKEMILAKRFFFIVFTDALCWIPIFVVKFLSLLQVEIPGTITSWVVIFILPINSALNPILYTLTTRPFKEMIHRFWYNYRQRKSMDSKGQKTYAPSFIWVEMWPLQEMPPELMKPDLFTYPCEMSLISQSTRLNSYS
#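 cAMP rise read by TR-FRET after 30 min, 37C compound exposure (up to 58 uM) in RXFP1-transfected HEK293 cells with Ro 20174 present. EC50 from Hill-equation fits, with 29 nM porcine relaxin as 100% and buffer as basal.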
# TRHR ag – agonists of human TRH receptor | AID 493084 | 360,000 compounds, 0.18% hits | activation, % at 2 µM | P34981 | TRHR cells, calcium flux fluo-8, FDSS agonist mode; in the data active means activation above about 30%; further: 0% is about no effect
#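 Steps: seed TRHR cells overnight; add fluo-8 no-wash Ca dye, RT 30 min–1.5 h; record 10 s baseline; pin-transfer compounds; monitor fluorescence 1 cycle/s for the agonist window. Calcium increases flag candidate agonists.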
# D1 antagonist – antagonists of human D1 dopamine receptor; AID 504652; P21728; HEK293 TREx D1 cells, calcium flux, dopamine EC80; active compounds read low; 360,000 compounds, 3.2% hits; activity change, negative = inhibition, % at 10 µM; in the data active means activity change below about -30%; further: on the % scale 0 is the no-effect control and ±100 the full control effect
#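 Cells carrying a force-coupled, tetracycline-inducible human D1 receptor report calcium flux. Each well gets a 10 s baseline, compound with 180 s monitoring, then an EC80 dopamine stimulus with a second 180 s kinetic read.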
# TRHR PAM – allosteric enhancers of human TRH receptor; P34981; TRHR cells, fluo-8 calcium fluorescence, EC20 TRH enhancement; enhancement, % at 2 µM; 360,000 compounds, 0.66% hits; AID 493056; in the data active means enhancement above about 30%; further: 0% is about no effect
#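 Enhancer read-out: after compound pinning and an initial kinetic agonist-mode read, an EC20 of TRH (10 nM final) was injected and fluo-8 calcium signal (Ex 480/Em 530) followed at 1 s/cycle for 100 cycles in TRHR-expressing cells.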
# D1 ag – agonists of human D1 dopamine receptor; P21728; HEK293 T-REx D1 cells, calcium flux, agonist mode; activation, % at 2 µM; 360,000 compounds, 1% hits; in the data active means activation above about 30%; further: 0% is about no effect
#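 Inducible HEK293 T-REx D1 cells, force-coupled to calcium signalling, were plated at 4000 cells/well with tetracycline and held overnight at 30 C. After no-wash calcium dye loading, compound-evoked calcium rise over 180 s flagged agonists.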
# D2 PAM – positive allosteric modulators of human D2 dopamine receptor | HEK293 T-REx D2, calcium flux, EC20 dopamine potentiation | potentiation, % at 10 µM | 340,000 compounds, 0.34% hits | AID 485347;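 active means potentiation over 3 SD above the plate norm, cut at about 30% in these data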; further: 0% is about no effect
#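 Tetracycline-induced Hek293 Trex D2 cells, force-coupled to calcium, loaded with no-wash calcium dye. Compound added with 180 s kinetic read for agonism, then EC20 dopamine and a further 180 s read for potentiation.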
# D1 PAM – human D1 dopamine receptor positive modulation; 360,000 compounds, 0.036% hits; AID 504651; HEK293 TREx D1 cells, calcium flux, dopamine EC20 potentiation; potentiation, % at 10 µM; in the data active means potentiation above about 30%; further: 0% is about no effect
# Apoferritin bind – candidate novel general anesthetic via apoferritin binding; AID 485281; Potency, µM (top dose mostly 77.5 µM), without a hit: top-dose activity change, negative = displacement, hits mostly inhibitors; 350,000 compounds, 0.074% hits; apoferritin/1-aminoanthracene competitive binding, fluorescence; further: potency means the concentration at half of the fitted maximal effect; on the % scale 0 is the no-effect control and ±100 the full control effect; nearly all actives have a fitted effect of over 20% in size
# Target sequence (P02791 2-175 limits assumed): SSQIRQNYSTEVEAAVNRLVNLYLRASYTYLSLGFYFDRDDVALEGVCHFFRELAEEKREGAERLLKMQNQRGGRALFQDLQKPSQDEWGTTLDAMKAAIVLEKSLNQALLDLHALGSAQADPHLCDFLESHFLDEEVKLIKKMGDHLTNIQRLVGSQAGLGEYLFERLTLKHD
#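 Horse-spleen apoferritin (10 uM) was mixed with 50% saturated 1-aminoanthracene in PBS, exposed to compounds for 10 min at room temperature, and read for fluorescence (ex 380 nm, em 535 nm). Competitive displacement was fitted with a four-parameter Hill equation.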
# RXFP1 antagonist – RXFP1 (human) relaxin receptor antagonism; Q9HBX9; 350,000 compounds, 0.59% hits; activity change, negative = inhibition, % at 57.5 µM; HEK293-RXFP1, relaxin-stimulated cAMP HTRF, 30 min; active compounds read low;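 active means activity change of -60% or lower, but not beyond a set lower limit; inconclusive means change between -60% and -40%, or beyond the set limit; inactive means change above -40%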; further: on the % scale 0 is the no-effect control and ±100 the full control effect
# Active calls of the source: *; ? = inconclusive; . = not tested or not shown; & = joins results of further samples. Unless noted, the call rests on the fitted dose curve; in most records, active means well fitted curve in the direction sought with a large enough effect; inconclusive means small, poorly fitted or top-dose-only effect, or another doubt; inactive means no such curve, though single readings can be large; an effect the other way counts as inactive or inconclusive.
SMILES	RXFP1 ag	TRHR ag	D1 antagonist	TRHR PAM	D1 ag	D2 PAM	D1 PAM	Apoferritin bind	RXFP1 antagonist
O=C(COc1ccccc1[N+](=O)[O-])OCC(=O)N1CCC(Cc2ccccc2)CC1	-0.8%	-0.3	35	13	19	-1	-2	?	-14
COc1cc(OC)c(C(=O)OCC(=O)N(Cc2ccccc2)C(C)(C)C)cc1OC	2.0%	-0.1	-1	8	3	13	0	7%	-16
Cc1cc(C(=O)O)ccc1NCc1ccncc1	-1.4%	0.0	-1	4	2	8	20	-2%	-5
CS(=O)(=O)N(CC(=O)NCc1ccc2c(c1)OCO2)Cc1ccccc1	2.0%	0.1	5	0	3	-12	-2	-1%	-11
Cc1cc(S(=O)(=O)N2CCOCC2)ccc1OCC(=O)N1CCOCC1	-3.9%	0.3	2	-4	5	-4	0	-2%	7
CCC(NC(=O)CCC(=O)N1CCN(S(=O)(=O)c2ccc(C)cc2)CC1)c1ccc(C)cc1 (stereo unspecified)	1.2%	-0.9	8	-6	0	-8	5	.	5
N#Cc1c(-c2ccc(F)cc2)cc(C2CC2)nc1SCC(=O)c1cccs1	?	5.8	12	-3	20	6	1	-13%	0
O=C(NC(=S)Nc1nc(-c2ccccc2)cs1)c1ccco1	1.7%	3.4	-10	5	4	-6	-3	-11%	-63*
COc1cccc(C(=O)N=c2sc3cc(S(C)(=O)=O)ccc3n2C)c1	?	-0.4	4	-3	3	-1	-5	-11%	-11
CC(C)c1nc2ccc(C(=O)NCCCN3CCN(c4ccc(F)cc4)CC3)cc2o1	2.7%	0.2	-7	0	3	-17	-2	-4%	-12
O=C(CNC(=O)c1cccs1)NCC(=O)OCC(=O)c1ccc([N+](=O)[O-])cc1	2.0%	-0.1	-19	-3	3	3	-1	-8%	-16
Cc1cc(C=C(C#N)C#N)c(C)n1-c1ccccc1	6.1%	0.7	-18	-9	5	2	1	-5%	-6

# (continued)
SMILES	RXFP1 ag	TRHR ag	D1 antagonist	TRHR PAM	D1 ag	D2 PAM	D1 PAM	Apoferritin bind	RXFP1 antagonist
CCN(CC)S(=O)(=O)c1ccc(/C=C/C(=O)Nc2ccc(F)cc2F)cc1	-0.3%	-0.2	-11	-1	11	5	-2	?	0
CCOc1ccc(C(=O)NC2CC3CCCC(C2)N3CC(C)C)cc1 (stereo unspecified)	-1.7%	0.6	3	-3	5	-2	11	-3%	0
O=C(NC1CCCCC1)c1cc2ccccc2cc1O	-0.3%	-0.6	-26	-11	2	-10	-3	1%	-21
Cc1ccc(Cn2c(=O)c3cccnc3n(Cc3ccc(F)cc3)c2=O)cc1	0.3%	0.1	-7	-1	4	10	-4	-14%	.
CC1CC1C(=O)Nc1nc(-c2ccccn2)cs1 (stereo unspecified)	1.4%	0.6	7	7	3	.	3	-15%	-2
CC(=O)N1c2ccc(S(=O)(=O)N(C)CC(=O)NC3CCCC3)cc2CC1C (stereo unspecified)	2.1%	0.7	10	4	2	1	-1	5%	0
Cc1ccc(-c2nn(Cc3ccccc3)cc2C(=O)NCC2CCCO2)cc1 (stereo unspecified)	1.5%	0.3	-7	-1	0	9	4	.	-17
CCNc1nc(NCC)nc(OCCOC(=O)Nc2ccccc2)n1	0.9%	-0.7	0	-3	0	5	-6	-6%	1
Cc1ccc(OCc2cc(C(=O)N3CCc4[nH]cnc4C3c3ccccn3)no2)cc1C (stereo unspecified)	0.6%	-0.2	5	-2	2	-1	-4	-16%	-7
Cc1ccsc1/C=N/NC(=O)c1ccc2ccccc2c1	-0.4%	0.4	-49*	-25	0	-21	-11	-12%	-4
O=C(OCc1ccc(COC(=O)c2cccnc2Cl)cc1)c1cccnc1Cl	7.6%	0.2	-14	-3	15	30	3	-11%	8
Cc1cc(C(F)F)nn1CC(=O)NCc1ccco1	0.7%	0.6	10	3	-1	-5	6	-8%	7

# Random excerpt: 3 entries already listed, in no set order.
SMILES	RXFP1 ag	TRHR ag	D1 antagonist	TRHR PAM	D1 ag	D2 PAM	D1 PAM	Apoferritin bind	RXFP1 antagonist
O=C(NC1CCCCC1)c1cc2ccccc2cc1O	-0.3%	-0.6	-26	-11	2	-10	-3	1%	-21
CCOc1ccc(C(=O)NC2CC3CCCC(C2)N3CC(C)C)cc1 (stereo unspecified)	-1.7%	0.6	3	-3	5	-2	11	-3%	0
Cc1ccsc1/C=N/NC(=O)c1ccc2ccccc2c1	-0.4%	0.4	-49*	-25	0	-21	-11	-12%	-4

# Further records
SMILES	RXFP1 ag	TRHR ag	D1 antagonist	TRHR PAM	D1 ag	D2 PAM	D1 PAM	Apoferritin bind	RXFP1 antagonist
CCOC(=O)c1cccc(NC(=O)Nc2c(C)n(C)n(-c3ccccc3)c2=O)c1	3.2%	0.2	4	-8	1	7	-2	-5%	-12
Cc1cc(Cl)ccc1OC(C)C(=O)NCCCn1ccnc1 (stereo unspecified)	-0.5%	0.2	-35*	-3	7	2	-9	-5%	-7
CCc1ccccc1NC1=NCC(=O)N1Cc1ccccc1	1.9%	-1.0	10	-6	4	-9	-6	-13%	-4
CN(C)S(=O)(=O)c1ccc(Cl)c(C(=O)OCC(=O)NNC(=O)c2cccs2)c1	0.4%	1.1	-20	14	0	-2	3	.	-2
CCC(C(=O)Nc1cc(C(=O)O)ccc1C)c1ccccc1 (stereo unspecified)	-2.2%	0.2	.	-3	0	11	-2	-9%	10
Cc1ccc(CNC(=O)C(=O)Nc2c3c(nn2-c2ccccc2)CSC3)cc1	0.5%	0.2	.	3	8	-10	2	-11%	-5
CC1CC(=O)N(c2ccc(Br)cc2)C(=O)C1	0.0%	0.1	-16	7	2	7	4	-4%	.
CCOc1ccc(C(=O)NCC(=O)OCC(=O)Nc2ccc(C)c(S(=O)(=O)N(C)C)c2)cc1	0.6%	0.0	-26	5	1	.	-5	-9%	2
COc1cccc(-c2cc3nc4c(c(N5CCC6(CC5)OCCO6)n3n2)CCC4)c1	2.1%	-0.5	-1	-2	1	-4	5	-5%	1
COc1cccc(N2CCN(C(=O)c3ccc(CS(=O)Cc4ccc(C)cc4)o3)CC2)c1 (stereo unspecified)	0.4%	-0.4	-9	-6	0	-4	-13	11%	-8
OC(CN1CCOCC1)Cn1c(-c2cccc(Cl)c2)nc2ccccc21 (stereo unspecified)	0.8%	2.2	7	28	1	3	0	2%	11
CC(C)CNC(=O)c1cccc(NC(=O)c2ccc(NC(=O)c3ccco3)cc2)c1	1.2%	-0.8	-8	-4	1	10	-12	-9%	-20

# Next compounds follow.
SMILES	RXFP1 ag	TRHR ag	D1 antagonist	TRHR PAM	D1 ag	D2 PAM	D1 PAM	Apoferritin bind	RXFP1 antagonist
COc1cccc(S(=O)(=O)N2CCN(C(=O)c3ccco3)CC2)c1	2.5%	0.3	2	1	5	1	-6	-6%	-18
Cc1ccc(Cn2c(=O)n(CC3CCC(C(=O)N4CCOCC4)CC3)c(=O)c3sccc32)cc1 (stereo unspecified)	-2.5%	0.1	-1	1	2	1	1	-5%	-4
COC(=O)N1C(=O)[C@](c2ccc(OC)cc2)(C(C)C)N1C(=O)OC	-0.2%	9.7	15	0	4	10	-4	-11%	.
COc1cccc(CNC(=O)C2CCN(c3ncnc4c3nc3n4CCCCC3)CC2)c1	0.6%&-1.2%	-0.8&-0.7	5&1	0&14	0&0	-2&1	-3&-3	-2%&-8%	2&15
C#CCO[C@@H]1C[C@H](n2cnc3c(=O)[nH]c(NC(=O)C(C)C)nc32)O[C@@H]1CO	-0.3%	0.4	5	9	3	-1	-2	11%	.
CCOC(=O)C(CCCOc1ccc(C(C)CC)cc1)C(=O)OCC (stereo unspecified)	-0.1%	0.2	6	0	1	-5	-6	-10%	0
COC(=O)c1ccccc1NS(=O)(=O)c1cn(C)c(=O)n(C)c1=O	1.2%	0.1	-14	29	2	2	-9	-8%	5
Cc1cccc(-c2noc(CN(C(=O)C34CC5CC(CC(C5)C3)C4)C(C)C)n2)c1	3.1%	0.1	11	10	2	3	1	-4%	-1
O=C(NCc1ccncc1)C(=O)NCC1OCCCN1S(=O)(=O)c1ccccc1 (stereo unspecified)	2.9%	-0.4	3	-7	-1	1	0	-8%	3
COC(=O)[C@H]1C[C@@H]1[C@H](NC(=O)c1cnccn1)c1ccccc1	-1.9%	0.2	5	5	-4	-2	6	-3%&-2%	.
CC1(C)NC(=O)N(CC(O)CN2CCCCC2)C1=O (stereo unspecified)	0.6%	1.0	6	8	1	0	4	-4%	-1
COc1ccc(O)c(C(=O)c2cnc3onc(C(C)C)c3c2)c1	4.7%	-1.8	-33*	2	2	9	-1	?	1

# Continuation.
SMILES	RXFP1 ag	TRHR ag	D1 antagonist	TRHR PAM	D1 ag	D2 PAM	D1 PAM	Apoferritin bind	RXFP1 antagonist
Cc1ccc(C(=O)N2CCN(CCc3ccncc3)CC2)cc1	1.9%	0.5	-4	0	1	-39	0	28%	2
CCn1cnc2c(Nc3cccc(Cl)c3)nc(C#N)nc21	-0.5%	-0.2&0.8	1	10&-6	2&-2	-2	-3&-2	.	.
COc1ccc(NC(=O)CSc2nc3ccccc3n2-c2ccccc2)c([N+](=O)[O-])c1	0.9%	-2.8	18	3	6	6	-7	3%	1
CC1CCc2c(sc(NC(=O)COC(=O)C3CCCO3)c2C#N)C1 (stereo unspecified)	3.5%	1.3	-18	-1	5	-1	-3	-15%	-3
NC(=O)c1cc(S(=O)(=O)N2CCN(c3ccc(F)cc3)CC2)cs1	2.9%	-0.4	-8	-3	1	0	0	-11%	.
CN(C)/C=C/C(=O)Oc1ccc(Cl)cc1Cl	0.3%	-0.5	2	-4	6	-2	-6	?	-13
O=C(Nc1cccnc1)c1cccc(S(=O)(=O)N2CCCCC2)c1	0.5%	1.8	12	-4	2	-3	-7	-6%	-12
Cn1c(=O)c2cc(S(=O)(=O)Nc3ccc4c(c3)OCO4)ccc2n(C)c1=O	4.6%	-1.1	11	2	2	2	-2	2%	-6
CC(C)c1ccc(NC(=O)C(C)N(c2ccccc2)S(C)(=O)=O)cc1 (stereo unspecified)	-2.1%	0.8	-5	5	-1	-7	-2	-2%	.
Cc1onc(-c2c(F)cccc2Cl)c1C(=O)c1ccc(F)cc1	3.0%	0.1	-55*	-8	8	-3	0	-17%	-4
CCOc1c(/C=C(\C#N)C(N)=O)c2ccccc2n1CC	1.6%	-1.7	-7	4	1	11	-4	-6%	8
Cn1c(SCc2ccccc2)nnc1-c1ccc2nonc2c1	2.3%	-1.4	5	-15	0	-4	-2	-3%	-29

# Not all compounds are listed (hit frequency here may not be typical).
